Assay outcomes from PubChem BioAssay.
HCMV inh – qHTS Assay for inhibitors of the human cytomegalovirus (HCMV) | AID 1259415, 2018 | 410,000 tested, 4.5% active | HFF cells, HCMV-luciferase reporter, 72 h; active compounds read low | activity change, negative = inhibition, % at 57.5 µM; in the data active = activity change below about -60%; inconclusive = no clear call, values can overlap the other calls; inactive = above about -39%
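After 16 h attachment at 37C, HFF cells received test compound and HCMV-luciferase (1 PFU/cell); reporter luminescence read 72 h later, data normalized against buffer-only and known inhibitor Salinomycin.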
FBPA Giardia inh – qHTS Assay for Inhibitors of Fructose-1,6-bisphosphate Aldolase from Giardia Lamblia | 290,000 tested, 0.71% active | Potency, µM (highest dose often 59.6 µM), for the others: at the top dose activity, negative = inhibition, hits mostly inhibitors | A8B2U2 | purified Giardia FBPA; also: potency is read from the fitted curve at half-maximal effect; nearly all actives have a fitted effect of over 55% in size
Target sequence (A8B2U2 whole entry, looked up): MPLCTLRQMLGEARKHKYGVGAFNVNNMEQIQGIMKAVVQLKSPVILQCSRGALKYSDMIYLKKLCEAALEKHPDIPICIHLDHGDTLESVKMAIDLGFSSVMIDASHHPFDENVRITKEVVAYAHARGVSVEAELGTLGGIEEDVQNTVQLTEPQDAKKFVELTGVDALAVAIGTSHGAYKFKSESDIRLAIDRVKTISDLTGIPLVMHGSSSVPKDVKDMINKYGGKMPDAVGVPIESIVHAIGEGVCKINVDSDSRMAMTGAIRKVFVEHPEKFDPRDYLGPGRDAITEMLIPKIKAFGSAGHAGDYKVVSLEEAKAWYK
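40 nM FBPA preincubated 10 min at RT with compound (up to 57.5 uM final), then substrate plus GAPDH/TPI/NAD/arsenate coupling and diaphorase/resazurin added. Fluorescence read after 20 min at RT, 525/598 nm.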
AmpC inh no detg – qHTS Inhibitors of AmpC Beta-Lactamase (assay without detergent); AID 485341, 2010; P00811; Potency, µM (doses to about 57.1 µM), inactives show at the highest dose activity change, negative = inhibition, usual class: inhibitors; 330,000 tested, 0.52% active; AmpC nitrocefin hydrolysis, absorbance 480 nm, 0.0001% Triton;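 also: potency is read from the fitted curve at half-maximal effect; plate controls were no compound for no effect and no enzyme for full effect; nearly all actives have a fitted effect of over 20% in size; some results filed as inactive show a strong effect at the top dose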
Target sequence (P00811 whole entry, looked up): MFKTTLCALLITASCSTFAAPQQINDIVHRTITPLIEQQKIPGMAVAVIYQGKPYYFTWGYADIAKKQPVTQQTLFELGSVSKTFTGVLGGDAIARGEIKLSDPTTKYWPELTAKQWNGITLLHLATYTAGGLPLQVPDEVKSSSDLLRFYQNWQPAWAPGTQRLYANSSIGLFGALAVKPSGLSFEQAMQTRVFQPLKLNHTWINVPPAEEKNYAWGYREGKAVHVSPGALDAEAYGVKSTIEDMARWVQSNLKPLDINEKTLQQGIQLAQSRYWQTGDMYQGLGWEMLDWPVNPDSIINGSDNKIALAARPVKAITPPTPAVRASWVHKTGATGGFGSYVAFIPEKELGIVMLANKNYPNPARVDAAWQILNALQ
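AmpC (5.3 nM in the dispensed reagent) in 20 mM phosphate pH 7.0 with 0.01% (detergent screen) or 0.0001% Triton X-100 was preincubated with compounds for 15 min at room temperature. Nitrocefin was then added from an 800 uM solution, and hydrolysis was followed at 480 nm.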
Sm TGR block – qHTS Assay for the Inhibitors of Schistosoma Mansoni Peroxiredoxins. Potency, µM (series often up to 114 µM), for the others: top-dose activity change, negative = inhibition, hits mostly inhibitors. AID 485364, 2010. 360,000 tested, 3% active. Schistosoma mansoni thioredoxin glutathione reductase (TGR), Q962Y6. purified TGR, DTNB reduction, TNB absorbance 405 nm; also: potency is read from the fitted curve at half-maximal effect; nearly all actives have a fitted effect of over 60% in size
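Kinetic colorimetric format: TGR-catalysed, NADPH-driven DTNB reduction monitored via TNB absorbance. Enzyme dispensed at 20 nM; compound exposure 15 min at room temperature before reaction start.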
AmpC detergent – qHTS Inhibitors of AmpC Beta-Lactamase (assay with detergent); AmpC hydrolysis of nitrocefin, absorbance 480 nm, 0.01% Triton; Potency, µM (highest dose often 114 µM), without a hit: top-dose activity change, negative = inhibition, hits mostly inhibitors; P00811; 370,000 tested, 0.041% active;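 also: potency is read from the fitted curve at half-maximal effect; 0% = no-compound wells and -100% = no-enzyme wells; nearly all actives have a fitted effect of over 25% in size; some results filed as inactive show a strong effect at the top dose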
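AmpC (5.3 nM in the dispensed reagent) in 20 mM phosphate pH 7.0 with 0.01% (detergent screen) or 0.0001% Triton X-100 was preincubated with compounds for 15 min at room temperature. Nitrocefin was then added from an 800 uM solution, and hydrolysis was followed at 480 nm.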
AMA1-RON2 inh – qHTS for Inhibitors of AMA1-RON; Towards Development of Antimalarial Drug Lead: Primary Screen. Plasmodium falciparum AMA1 (3D7) - RON2 peptide interaction. AlphaScreen AMA1-biotinylated RON2 peptide binding. Potency, µM (top dose mostly 58.2 µM), without a hit: top-dose activity change, negative = inhibition, most hits filed as inhibitors. 360,000 tested, 0.2% active. AID 720542, 2013;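 also: potency is read from the fitted curve at half-maximal effect; 0% = vehicle wells and -100% = peptide control; nearly all actives have a fitted effect of over 45% in size; some results filed as inactive show a strong effect at the top dose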
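AMA1 (3D7) with his tag at 25 nM final met compounds first, then biotinylated RON2 peptide at 25 nM; detection used donor plus acceptor beads, 10 µg/mL apiece, read by AlphaScreen after 30 min at room temperature.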
The depositor's hits bear a star; [ ] = another dose, or the depositor's remark. Unless noted, calls follow the shape of the dose curve; as a rule, active = well fitted curve in the direction sought with a large enough effect; inconclusive = small, poorly fitted or top-dose-only effect, or another doubt; inactive = no such curve, though single readings can be large; an effect the other way counts as inactive or inconclusive. Unless noted, % is scaled to controls: 0 for no effect and ±100 for the full control effect.

What do the screens show for `COc1cc(OC)cc(-c2cc3nc(C)c(CCC(=O)Nc4ccc(C(C)=O)cc4)c(C)n3n2)c1`?
HCMV inh: inconclusive; Sm TGR block: 7.0%; AmpC detergent: -5.8%

How did O=C(COC(=O)c1cccc(Cl)c1)Nc1ccc2[nH]c(=O)[nH]c2c1 do in these assays?
HCMV inh: -25.9; AmpC inh no detg: -33.6%; Sm TGR block: -14.4%; AmpC detergent: inconclusive; AMA1-RON2 inh: 4.5%

Results for COCc1ccc(CN2CCC(n3nccc3NC(=O)CCOc3ccccc3)CC2)o1 ?
HCMV inh: -31.7; FBPA Giardia inh: -1.4%; AmpC inh no detg: 32.1%; Sm TGR block: -32.6%; AmpC detergent: inconclusive; AMA1-RON2 inh: 4.0%

How did CCOc1cccc(N2C(=O)CC(NNC(=O)c3ccc(Br)o3)C2=O)c1 (stereo not drawn) do in these assays?
HCMV inh: -5.4; FBPA Giardia inh: 1.5%; AmpC inh no detg: -21.6%; Sm TGR block: 25.1µM*; AmpC detergent: 2.3%; AMA1-RON2 inh: -2.7%

Results for CCN(Cc1ccc2c(c1)OCCO2)C(=O)CN1C(=O)NC2(CCc3ccccc32)C1=O (stereo not drawn) ?
HCMV inh: -23.9; AmpC inh no detg: 53.7%; Sm TGR block: -4.3%; AmpC detergent: 2.8%; AMA1-RON2 inh: 5.2%

What do the screens show for `O=C(Nc1ccccc1C(=O)N1CCCCCC1)c1cccc([N+](=O)[O-])c1`?
HCMV inh: 0.3; AmpC inh no detg: -17.5%; Sm TGR block: 0.4%; AmpC detergent: 1.6%; AMA1-RON2 inh: inconclusive

How did O=C1CC(c2ccc(Cl)cc2)CC(O)=C1C=NCCO (stereo not drawn) do in these assays?
HCMV inh: 9.8; FBPA Giardia inh: -5.5%; AmpC inh no detg: -3.9%; Sm TGR block: 1.6%; AmpC detergent: 1.2%; AMA1-RON2 inh: 20.7%

What do the screens show for `CC(C)N(Cc1nc(-c2ccccc2)no1)C(=O)CSc1ccccc1`?
HCMV inh: 22.9; FBPA Giardia inh: -0.9%; AmpC inh no detg: -1.0%; Sm TGR block: -15.5%; AmpC detergent: 0.8%; AMA1-RON2 inh: 22.0%

Results for CC(C)c1nnc(SCC(=O)N2CCN(C(=O)c3ccco3)CC2)n1N ?
HCMV inh: 28.4; FBPA Giardia inh: 6.8%; AmpC inh no detg: -5.5%[11.4 µM]; Sm TGR block: -5.7%; AmpC detergent: inconclusive; AMA1-RON2 inh: 0.1%

What do the screens show for `CC1CC(C)CN(CC(=O)NNC(=O)COc2ccc(Cl)cc2)C1` (stereo not drawn)?
HCMV inh: -1.6; AmpC inh no detg: -9.1%; Sm TGR block: -14.9%; AmpC detergent: inconclusive; AMA1-RON2 inh: 87.3%[activator]

Results for Cc1ccc2cc(/C=N/NC(=O)c3ccccc3[N+](=O)[O-])c(Cl)nc2c1 ?
HCMV inh: -9.5; FBPA Giardia inh: -4.8%; AmpC inh no detg: -24.6%; Sm TGR block: 5.5%; AmpC detergent: inconclusive; AMA1-RON2 inh: 21.0%

Results for Cc1ccsc1C(=O)NNC(=O)C1CC=CCC1C(=O)O (stereo not drawn) ?
HCMV inh: -7.2; FBPA Giardia inh: 0.5%; AmpC inh no detg: -9.8%; Sm TGR block: 4.1%; AmpC detergent: inconclusive; AMA1-RON2 inh: 0.9%

What do the screens show for `CC(C)(C)OC(=O)C[C@@H]1C/C=C\C[C@@H](CC(=O)N(CCO)Cc2ccccc2)C(=O)N2CCC[C@H]2COC1=O`?
HCMV inh: 3.4; AmpC inh no detg: 197.0%[activator]; AMA1-RON2 inh: -0.6%

What do the screens show for `COc1cc(C)nc(N2CCCC(C(=O)NCC(C)C)C2)n1` (stereo not drawn)?
HCMV inh: -10.1; FBPA Giardia inh: 0.7%; AmpC inh no detg: -6.7%; Sm TGR block: -15.9%; AmpC detergent: inconclusive; AMA1-RON2 inh: 3.4%

Results for COc1ccc(NC(=O)c2cc(S(=O)(=O)N3CCOCC3)cn2C)c(OC)c1 ?
HCMV inh: 22.7; FBPA Giardia inh: -5.5%; AmpC inh no detg: 7.0%; Sm TGR block: -4.0%; AmpC detergent: -12.3%; AMA1-RON2 inh: -6.4%

Results for Cc1ccc(NC(=O)c2sc3ncn(CC(=O)N4CCN(c5ccccn5)CC4)c(=O)c3c2C)cc1Cl ?
HCMV inh: -1.2; AmpC inh no detg: 104.1%[activator]; Sm TGR block: 4.8%; AmpC detergent: 0.8%; AMA1-RON2 inh: -0.9%

Results for Cc1ccccc1S(=O)(=O)NNC(=O)C(=O)NNc1ccccn1 ?
HCMV inh: 29.5; FBPA Giardia inh: inconclusive; AmpC inh no detg: -6.7%; Sm TGR block: -6.6%; AmpC detergent: 3.2%; AMA1-RON2 inh: 91.4%[activator]

How did Cc1nn(C)c(C)c1NS(=O)(=O)c1cccc(Br)c1 do in these assays?
HCMV inh: -26.5; AmpC inh no detg: 0.6%; Sm TGR block: -11.1%; AmpC detergent: inconclusive; AMA1-RON2 inh: 4.4%

Results for Cc1cccn2c(=O)c(C(=O)NC3CC(C)CC(C)(C)C3)c(O)nc12 (stereo not drawn) ?
HCMV inh: inconclusive; AmpC inh no detg: -8.6%; Sm TGR block: -0.9%; AmpC detergent: -4.6%; AMA1-RON2 inh: -4.8%

Results for COc1cc(C(=O)NNC(=O)c2cccn2C)cc(OC)c1OC ?
HCMV inh: -1.9; AmpC inh no detg: -16.0%; Sm TGR block: 2.6%; AmpC detergent: -3.7%; AMA1-RON2 inh: -2.1%

Structural class, those above containing bromine
How did CCOc1cccc(N2C(=O)CC(NNC(=O)c3ccc(Br)o3)C2=O)c1 (stereo not drawn) do in these assays?
HCMV inh: -5.4; FBPA Giardia inh: 1.5%; AmpC inh no detg: -21.6%; Sm TGR block: 25.1µM*; AmpC detergent: 2.3%; AMA1-RON2 inh: -2.7%

How did Cc1nn(C)c(C)c1NS(=O)(=O)c1cccc(Br)c1 do in these assays?
HCMV inh: -26.5; AmpC inh no detg: 0.6%; Sm TGR block: -11.1%; AmpC detergent: inconclusive; AMA1-RON2 inh: 4.4%

The listing picks up, repeating the two entries before the break.
Results for Cc1cccn2c(=O)c(C(=O)NC3CC(C)CC(C)(C)C3)c(O)nc12 (stereo not drawn) ?
HCMV inh: inconclusive; AmpC inh no detg: -8.6%; Sm TGR block: -0.9%; AmpC detergent: -4.6%; AMA1-RON2 inh: -4.8%

Results for COc1cc(C(=O)NNC(=O)c2cccn2C)cc(OC)c1OC ?
HCMV inh: -1.9; AmpC inh no detg: -16.0%; Sm TGR block: 2.6%; AmpC detergent: -3.7%; AMA1-RON2 inh: -2.1%

What do the screens show for `COc1cccc(NC(=O)CN(C)S(=O)(=O)c2ccc3nc(C)sc3c2)c1`?
HCMV inh: inconclusive; Sm TGR block: 10.9%; AmpC detergent: 10.6%

Results for O=C(NCCO)c1cccc(Cl)c1 ?
HCMV inh: 39.0; FBPA Giardia inh: 2.1%; AmpC inh no detg: -6.0%; Sm TGR block: 0.4%; AmpC detergent: 3.0%; AMA1-RON2 inh: -0.1%

What do the screens show for `CCc1sc(C(=O)Nc2cccnc2)cc1Br`?
HCMV inh: 20.4; AmpC inh no detg: -31.5%; Sm TGR block: -17.8%; AmpC detergent: -7.9%; AMA1-RON2 inh: -0.8%

How did CCOC(=O)N1CCN(S(=O)(=O)c2cc(OCC(=O)NC3CCCCC3)c(C)cc2Cl)CC1 do in these assays?
HCMV inh: -69.7*; FBPA Giardia inh: 8.2%; AmpC inh no detg: 129.1%[activator]; Sm TGR block: 3.3%; AmpC detergent: inconclusive; AMA1-RON2 inh: -19.2%

How did CCC(C)n1c(=N)c(C(=O)NCc2ccco2)cc2c(=O)n3cc(C)ccc3nc21 (stereo not drawn) do in these assays?
HCMV inh: -26.3; Sm TGR block: 0.8%; AmpC detergent: 13.6%

What do the screens show for `COc1ccc(S(=O)(=O)N2CCC(C(=O)NCCC(=O)Nc3cccc(OC)c3)CC2)cc1`?
HCMV inh: 7.1; AmpC inh no detg: 52.0%; Sm TGR block: -1.1%; AmpC detergent: -8.1%; AMA1-RON2 inh: -3.4%

What do the screens show for `CC(=O)SC(C)CC(=O)Nc1ccccc1` (stereo not drawn)?
HCMV inh: 24.5; FBPA Giardia inh: 2.2%; AmpC inh no detg: 2.7%; Sm TGR block: -7.0%; AmpC detergent: -6.4%; AMA1-RON2 inh: 0.3%

Results for COc1ccc(NC(=O)c2ccccc2NS(=O)(=O)c2ccc(C)cc2)c([N+](=O)[O-])c1 ?
HCMV inh: 22.9; FBPA Giardia inh: 5.6%; AmpC inh no detg: -36.8%; Sm TGR block: 3.3%; AmpC detergent: -1.6%; AMA1-RON2 inh: -16.1%

What do the screens show for `Cc1nn(C)c(-c2n[nH]c(=S)n2-c2ccccc2)c1Cl`?
HCMV inh: -20.4; FBPA Giardia inh: -29.3%; AmpC inh no detg: -27.5%; Sm TGR block: -0.6%; AmpC detergent: -11.4%; AMA1-RON2 inh: 1.6%

What do the screens show for `O=C1c2[nH]nc(-c3ccccc3O)c2C(c2cccc(O)c2)N1Cc1ccncc1` (stereo not drawn)?
HCMV inh: 13.0; Sm TGR block: 6.3%; AmpC detergent: 19.6%

What do the screens show for `CCOc1cc(C2NC(=O)N(C)C(C)=C2C(=O)OC)cc(Br)c1O` (stereo not drawn)?
HCMV inh: 99.4; FBPA Giardia inh: -4.3%; AmpC inh no detg: -10.1%; Sm TGR block: 50.1µM*; AmpC detergent: -1.8%; AMA1-RON2 inh: -8.5%

How did CCN1CCN(CC(O)COCC2COc3ccccc3O2)CC1 (stereo not drawn) do in these assays?
HCMV inh: 27.2; FBPA Giardia inh: -9.0%; AmpC inh no detg: 4.2%; Sm TGR block: 0.6%; AmpC detergent: 1.1%; AMA1-RON2 inh: -4.9%

How did O=C(c1ccco1)N1CCN(C(=O)c2ccc(CS(=O)c3ccc(Cl)cc3)o2)CC1 (stereo not drawn) do in these assays?
HCMV inh: -15.9; AmpC inh no detg: 2.5%; Sm TGR block: 39.8µM*; AmpC detergent: -0.2%; AMA1-RON2 inh: -7.3%

How did Cc1ccc(CN(Cc2cc3cccc(C)c3[nH]c2=O)C(=O)N(C)C)cc1 do in these assays?
HCMV inh: -12.2; FBPA Giardia inh: 3.4%; AmpC inh no detg: -23.9%; Sm TGR block: -0.2%; AmpC detergent: -6.7%; AMA1-RON2 inh: 6.1%

What do the screens show for `COc1ccc(-c2csc(NC(=O)CSc3nc(SC)ns3)n2)cc1`?
HCMV inh: -0.3; FBPA Giardia inh: -17.5%; AmpC inh no detg: -43.1%; Sm TGR block: 2.3%; AmpC detergent: inconclusive; AMA1-RON2 inh: -11.7%
